Screening data deposited in PubChem by Dana-Farber Cancer Institute and Novartis Institutes for BioMedical Research (Cambridge, Mass).
USP10 block – blocks human USP10 ubiquitin-rhodamine cleavage | inhibition, % at 20 µM | purified USP10, Ub-rhodamine fluorescence, 60 min | actives 1.1% (n = 47,000)
USP8 block – blocks human USP8 ubiquitin-rhodamine cleavage; P40818; purified USP8, Ub-rhodamine cleavage fluorescence, 30 min; inhibition, % at 20 µM; actives 4.2% (n = 47,000); AID 1645853
USP17 block – human USP17-like deubiquitinase inhibition; purified USP17, Ub-rhodamine cleavage fluorescence, 3 h; AID 1645855; A8MUK1; inhibition, % at 50 µM; actives 6.5% (n = 47,000)
Target sequence (A8MUK1 whole entry, looked up): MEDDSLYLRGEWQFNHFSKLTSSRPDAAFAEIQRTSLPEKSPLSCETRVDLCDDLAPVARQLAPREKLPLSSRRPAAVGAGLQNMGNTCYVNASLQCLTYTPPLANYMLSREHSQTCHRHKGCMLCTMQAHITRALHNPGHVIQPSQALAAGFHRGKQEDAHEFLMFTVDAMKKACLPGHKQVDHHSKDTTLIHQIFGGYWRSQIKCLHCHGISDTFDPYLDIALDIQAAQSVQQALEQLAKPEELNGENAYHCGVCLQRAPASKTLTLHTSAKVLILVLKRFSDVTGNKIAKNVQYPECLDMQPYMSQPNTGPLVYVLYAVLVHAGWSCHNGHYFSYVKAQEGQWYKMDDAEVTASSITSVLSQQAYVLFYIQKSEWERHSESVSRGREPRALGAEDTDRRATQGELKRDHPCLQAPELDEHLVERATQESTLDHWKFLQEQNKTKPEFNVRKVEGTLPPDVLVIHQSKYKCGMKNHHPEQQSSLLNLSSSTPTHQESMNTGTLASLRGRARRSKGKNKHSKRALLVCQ
UCHL1 inh – human UCHL1 deubiquitinase inhibition; P09936; purified UCHL1, Ub-rhodamine cleavage fluorescence; inhibition, % at 20 µM; actives 0.2% (n = 47,000); AID 1645859
USP7 block – human USP7 deubiquitinase inhibition | Q93009 | purified USP7, Ub-rhodamine cleavage fluorescence | inhibition, % at 20 µM | actives 0.3% (n = 47,000)
OTUD3 inh – human OTUD3 deubiquitinase inhibition | inhibition, % at 25 µM | actives 0.7% (n = 47,000) | AID 1645858 | purified OTUD3, Ub-rhodamine fluorescence, 2 h | Q5T2D3
Target sequence (Q5T2D3 whole entry, looked up): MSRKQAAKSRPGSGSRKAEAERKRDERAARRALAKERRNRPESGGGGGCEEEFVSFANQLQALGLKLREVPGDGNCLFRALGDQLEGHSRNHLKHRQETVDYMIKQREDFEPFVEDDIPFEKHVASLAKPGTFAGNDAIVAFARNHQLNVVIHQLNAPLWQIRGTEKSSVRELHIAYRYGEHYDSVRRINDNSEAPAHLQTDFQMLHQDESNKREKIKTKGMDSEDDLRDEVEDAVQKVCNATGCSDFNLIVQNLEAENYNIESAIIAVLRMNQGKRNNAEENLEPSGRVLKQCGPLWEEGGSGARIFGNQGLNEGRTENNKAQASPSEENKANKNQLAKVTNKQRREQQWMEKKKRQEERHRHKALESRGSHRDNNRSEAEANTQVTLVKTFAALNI
USP30 block – blocks human USP30 ubiquitin-rhodamine cleavage; Q70CQ3; purified USP30, Ub-rhodamine cleavage fluorescence; inhibition, % at 25 µM; actives 5.3% (n = 47,000); AID 1645860
USP28 inh – inhibitors of human USP28 deubiquitinase. Q96RU2. purified USP28, Ub-rhodamine cleavage fluorescence, 30 min. inhibition, % at 25 µM. actives 3% (n = 47,000). AID 1645857
* hit, by the source's call; i = inactive; · = not tested or not shown. Cut-off read from the data, not from the text of the source: active = inhibition above about 30%; inactive = the rest.

USP17 block	USP10 block	Molecule	OTUD3 inh	USP8 block	USP30 block	USP28 inh	UCHL1 inh	USP7 block
6	7	Cc1ccc(CN2C(=O)C(CC(=O)Nc3ccccc3)n3c2nc2ccccc23)cc1 (stereo not drawn)	9	17	1	11	6	-77
-27	-8	CN1CCCN(C(=O)c2ccc3ccc(N(C)c4ccccc4)n3c2)CC1	-22	-82	-55	-21	-5	-16
-38	-9	Cc1ccc(C)c(NC(=O)c2oc3ccc4c(c3c2C)C(=O)CC2(CCCC2)O4)c1	-26	5	-178	-40	-6	-2
-9	-2	Cc1[nH]c2ccc(C(=O)N3CCC(O)(CN4CCCC4)C3)cc2c1C (stereo not drawn)	-4	-14	0	-7	-3	1
-7	1	Cc1cccc(-c2noc(-c3c(O)c4cnn(Cc5ccccc5)c4[nH]c3=O)n2)c1	0	-7	-2	-9	-3	1
-3	1	O=C1OCCN1c1ccc(C(=O)N(Cc2ccccc2)C2CC2)cc1	-9	0	0	3	0	-2
-4	-3	Cc1noc(C)c1CN1CCC(NC(=O)c2ccc(F)cc2F)C1 (stereo not drawn)	6	1	-13	0	1	-1
-6	0	Cc1cc2nc(CSc3n[nH]c(-c4ccccc4)n3)cc(=O)n2o1	1	4	-20	3	3	6
1	2	CCc1ccc(S(=O)(=O)N2CCCn3nnc(Cn4ccnc4)c3C2)cc1	12	-10	16	11	1	2
-25	-8	O=C(Nc1ccnn1Cc1ccncc1)c1cccnc1SC(F)F	-37	-1	-111	-27	-12	-14
1	0	COc1cc(OC)cc(C(=O)N2CCC(C(=O)Nc3cccc4ccccc34)CC2)c1	22	6	11	12	0	-21
-65	-2	CCNC(=O)CCC/C=C\C[C@@H]1[C@@H](/C=C/[C@@H](O)CCc2ccccc2)[C@H](O)C[C@@H]1O	-6	0	0	-14	-1	-5
1	2	Cc1cc(=O)n(CC(=O)Nc2ccccc2)c(Nc2ccc(C)c(C)c2)n1	2	-31	8	-7	0	0
6	-2	Cn1ncc2c(NCCc3cccs3)nc(N3CCN(CCO)CC3)nc21	4	-4	-1	-1	-2	-1
-6	10	C=C1CCC[C@]2(C)C[C@H]3OC(=O)C(CN4CCC(O)(c5ccc(Cl)cc5)CC4)[C@H]3CC12 (stereo partly drawn)	-5	-4	8	3	9	-6
36*	2	CC(C)CNC(=O)c1cc(=O)[nH]c2ccc(S(=O)(=O)Nc3ccc(F)cc3)cc12	7	4	25	7	0	-4
-1	-1	Cc1c(C(=O)N2CCCCC2)c(S(=O)(=O)N2CCC(C)CC2)c(C)n1C	0	16	1	-2	-1	-7
-71	-5	CCCN1CCC(N2C[C@@H]3CN(S(=O)(=O)c4ccccc4)C[C@@H]3C2)CC1	-74	-38	-349	-93	-37	-29
4	1	CC(C)c1nc2sc3c(=O)n(CCc4ccccc4)cnc3c2c2c1COC(C)(C)C2	0	1	0	-1	0	-2
-4	2	Cc1ccc(S(=O)(=O)NCc2c(-c3ccccc3)c3cc(C)ccc3[nH]c2=O)cc1	1	-1	-9	-5	-2	3
-47	-9	Cc1nn(C)c(C)c1CNC(=O)c1cc2cn(C3CCCC3)cc2s1	-32	-141	-98	-46	-7	-14
15	-3	CCC(=O)N1c2ccccc2NC2=C(C(=O)CC(c3ccco3)C2)C1c1ccco1 (stereo not drawn)	16	1	27	16	3	2
6	0	O=C(Cn1c(NCCO)nc2ccccc21)NCC1CCCO1 (stereo not drawn)	3	-19	3	4	0	1
7	-3	Cc1c(-c2nnc(-c3ccccn3)o2)nnn1-c1ccc(C(C)C)cc1	0	-4	1	0	0	-23
-6	-3	Cn1c(CCNC(=O)c2cccc(F)c2)nc2cccnc21	-7	0	-22	-6	-5	-4
-12	3	O=S1(=O)c2ccccc2NCC2CCCN21 (stereo not drawn)	-5	3	-1	-5	-2	1
10	1	Cc1cc(C(=O)O)ccc1NS(=O)(=O)c1ccc2c(c1)CCC2	2	0	1	8	-1	6
-12	6	CC(C)(C)c1ccc(/C=C/C(=O)Nn2cnnc2)cc1	-2	6	-29	-18	-2	-5
4	2	CCN1CCN(c2ccc(C(=O)OC)cc2NC(=O)/C=C/c2cc(Br)ccc2OC)CC1	0	14	-4	4	8	13
-15	1	Cc1ccc(C(=O)NCc2ccc3c(c2)OCO3)cc1S(=O)(=O)N1CCOCC1	-13	-5	-16	-9	1	0
6	1	CCCCOc1ccc2c(C)c(CC(=O)N3CC[C@@]4(O)CCCC[C@H]4C3)c(=O)oc2c1C	2	7	2	3	1	-1
-161	-3	CN1CCN(C(=O)c2ccn(-c3ccc4ccc(-c5cnn(C)c5)cn34)n2)CC1	-220	-166	i	-258	-150	-165
-1	0	Cc1cc(-c2cc(CC3CCN(C(=O)C(C)(C)C)CC3)ncn2)n[nH]1	-1	-25	-8	-1	-2	5
-2	2	Cc1cc(NC(=O)C2CCCN(S(=O)(=O)N3CCCCCC3)C2)no1 (stereo not drawn)	-8	0	-7	-9	-7	0
-1	2	COc1cccc(CN[C@H]2[C@H](O)[C@H](O)C[C@@H]2c2ccccc2)c1	3	0	-15	-1	-1	-5
3	3	Cc1ccc(NC(=O)c2nc(C3CCC3)oc2C)c(F)c1	13	19	11	4	1	2
-7	0	Cc1oc(C2CCC2)nc1C(=O)NCc1nc2ccccc2n1C	0	-8	1	-9	0	0
-14	-2	COc1ccc(C2=NO[C@]3(C(=O)Nc4ccccc43)[C@H]2C(=O)c2ccco2)cc1	-3	-4	-5	-2	0	4
2	2	COCc1cc(=O)n(Cc2cc(C)ccc2C)c(N2CCCC2)n1	0	-9	-8	-11	1	-5
0	0	CC(=O)NCC(=O)N1CCC[C@@H]2NC(=O)c3ccccc3OCCCCC[C@@H]21	0	-4	0	-11	-6	-3
-15	0	CNc1cncc(C2CCCN2C(=O)Cc2ccc3c(c2)OCO3)n1 (stereo not drawn)	-10	-1	·	·	-3	1
-23	-7	COc1ccc(NC(=O)c2c(-c3ccc(C)cc3)c3c4n(c(-c5ccc(C)cc5)cn24)CCCC3)cc1	-39	-1	-138	-31	-4	-5
12	0	Cc1cc(NC(=O)CN2CCC(c3nnc(C)s3)CC2)no1	4	6	12	7	2	7
-6	2	COc1cc(C2CC(=O)Nc3c2ccc2ccccc32)ccc1O (stereo not drawn)	5	6	-6	13	-2	-13
-1	1	Cc1ccc(NC(=O)CCCN2C(=O)c3cccnc3Sc3ccccc32)c(C)c1	2	3	8	0	3	-2
8	8	Cc1nc(-c2cccnc2)nc(NCc2ccccc2)c1Cl	-2	8	8	25	3	-12
-71	-5	CCOC(=O)c1ccc(N2C(=O)[C@@H]3[C@H]4c5ccccc5C=CN4C(C(=O)c4ccco4)[C@@H]3C2=O)cc1 (stereo partly drawn)	-99	-3	i	-117	-49	-70
3	13	CC(C)(C)c1ccc(Cn2nnc3c(=O)[nH]c(C4CCN(C(=O)Nc5ccc(C#N)cc5)CC4)nc32)cc1	0	11	8	13	3	-2
-7	-3	Cc1cc(Cl)ccc1OCC(=O)NCC(C)NC(=O)COc1ccc(Cl)cc1C (stereo not drawn)	1	-23	-20	-1	5	-75
9	-1	COc1ccc2c(c1)c1ncn(CCN3CCNCC3)c(=O)c1n2C	4	0	9	10	3	4
-70	-2	COCCn1ccc(-c2cc(C(=O)N3CCCN(C)CC3)c3ccccn23)n1	-48	-121	-301	-61	-12	-14
11	1	CN(C(=O)CS(=O)c1cccc(Cl)c1)c1ccccc1 (stereo not drawn)	13	18	14	7	2	-2
-3	-9	O=c1[nH]c(-c2ccncc2)nc2c1CN(Cc1cccc(O)c1)CC2	-7	-13	-18	-7	8	-6
-5	1	CN1CCC2(CN(c3ncccn3)CC23CCN(S(=O)(=O)c2ccccc2)CC3)C1=O (stereo not drawn)	1	-56	-4	0	-1	2
-2	0	O=C(NCc1cccnc1)c1cc(S(=O)(=O)N2CCCCC2)c[nH]1	3	0	0	-2	-1	2
2	2	O=C(NCc1ccccn1)c1cn(-c2ccc(Cl)cc2)nn1	-1	-9	1	0	1	-1
3	-4	O=C(Cc1c[nH]c2ncccc12)N1CCCCC1	0	6	-4	-4	0	-2
-4	0	CCN(C(=O)COc1nsnc1N1CCOCC1)c1ccccc1	-6	-6	7	-1	-1	-8
0	5	COc1ccc(CN2C[C@H]3NC(=O)c4ccccc4C(=O)[C@@]3(C)C2)cc1	-5	6	-1	-2	-1	1
12	-1	COc1ccccc1NC(=O)CSc1nnc(-c2cc3ccccc3n2C)o1	14	19	9	7	3	2

Ten entries from above, with values under each structure:
Fields – USP17 block, USP10 block, OTUD3 inh, USP8 block, USP30 block, USP28 inh, UCHL1 inh, USP7 block
- COCCn1ccc(-c2cc(C(=O)N3CCCN(C)CC3)c3ccccn23)n1
→ -70, -2, -48, -121, -301, -61, -12, -14
- CN(C(=O)CS(=O)c1cccc(Cl)c1)c1ccccc1 (stereo not drawn)
→ 11, 1, 13, 18, 14, 7, 2, -2
- O=c1[nH]c(-c2ccncc2)nc2c1CN(Cc1cccc(O)c1)CC2
→ -3, -9, -7, -13, -18, -7, 8, -6
- CN1CCC2(CN(c3ncccn3)CC23CCN(S(=O)(=O)c2ccccc2)CC3)C1=O (stereo not drawn)
→ -5, 1, 1, -56, -4, 0, -1, 2
- O=C(NCc1cccnc1)c1cc(S(=O)(=O)N2CCCCC2)c[nH]1
→ -2, 0, 3, 0, 0, -2, -1, 2
- O=C(NCc1ccccn1)c1cn(-c2ccc(Cl)cc2)nn1
→ 2, 2, -1, -9, 1, 0, 1, -1
- O=C(Cc1c[nH]c2ncccc12)N1CCCCC1
→ 3, -4, 0, 6, -4, -4, 0, -2
- CCN(C(=O)COc1nsnc1N1CCOCC1)c1ccccc1
→ -4, 0, -6, -6, 7, -1, -1, -8
- COc1ccc(CN2C[C@H]3NC(=O)c4ccccc4C(=O)[C@@]3(C)C2)cc1
→ 0, 5, -5, 6, -1, -2, -1, 1
- COc1ccccc1NC(=O)CSc1nnc(-c2cc3ccccc3n2C)o1
→ 12, -1, 14, 19, 9, 7, 3, 2

The list continues:
USP17 block	USP10 block	Molecule	OTUD3 inh	USP8 block	USP30 block	USP28 inh	UCHL1 inh	USP7 block
0	-3	COc1cccc(CN2CCC(c3cc(=O)[nH]c(-c4cccnc4)n3)CC2)c1	0	2	7	0	2	6
16	8	COc1ccc(N(C)S(=O)(=O)c2cccc(C(=O)Nc3nc4ccccc4s3)c2)cc1	0	28	13	13	6	9
-26	-9	O=C(Nc1ccc2c(c1)CCC2)N1CCC2(C1)Nc1cccnc1NC2=NC1CCCC1 (stereo not drawn)	-44	-51	-135	-39	-9	-11
1	-2	Cc1noc(C)c1CN1CCC(NC(=O)C2CCC2)C1 (stereo not drawn)	5	10	8	8	0	3
5	-2	CC(=O)c1cccc(NC(=O)c2sc3nc(-c4ccc(F)cc4)cn3c2C)c1	11	11	-15	5	-2	3
13	-2	Cc1cccc(C(=O)N2CCN(c3cc(=O)n(C)c(=O)n3C)CC2)c1	8	-5	4	10	1	1
11	6	CCOc1ccccc1NC(=O)c1nc(C2CCC2)oc1C	13	14	7	11	3	7
-6	1	Cc1ccc(CNC(=O)N2CCC3(CC2)CC(=O)c2ccccc2O3)cc1	-3	-26	-1	-14	0	-7
-20	-8	Cc1c(C(=O)O)sc2ncnc(NCCCN3CCC(N4CCCCC4)CC3)c12	-14	-13	-69	-27	-3	-1

Compounds were not picked by outcome; any-hit rate near 14%.
